From PubChem BioAssay
tuberculosis growth – growth inhibition of non-replicating M. tuberculosis (AID 488890); Mycobacterium tuberculosis non-replicating, growth inhibition; higher % means a stronger effect; 0.39% of 320,000 active; inhibition, % at 25 µM, or IC50 in µM where a hit was titrated; in the data active = a potency from the dose series; inconclusive = inhibition mostly from about 82% at the one dose, without a potency; inactive = the rest, 99 in 100 with inhibition below about 76%;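 also: plate controls were DMSO cells for no effect and high antibiotic wells for full effect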
M. tuberculosis HTS – M. tuberculosis growth inhibition, HTS (AID 449762); M. tuberculosis H37Rv growth inhibition, 7H9 media; higher % means a stronger effect; one-dose inhibition, % at 25 µM; IC50 in µM for titrated hits; 0.59% of 330,000 active; in the data active = a potency from the dose series; inconclusive = inhibition above about 70% without an active follow-up result;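 also: bacterial growth assessed after seven days of incubation; strong numbers were not always called active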
Salmonella PhoP GFP – PhoP regulon inhibitors, Salmonella typhi PhoP promoter GFP reporter, confirmatory (AID 1850); Salmonella Typhi PhoP-promoter GFP reporter, fluorescence, 4 h; higher % means a stronger effect; inhibition, % at 50 µM; hits with a dose series show IC50 in µM; 0.33% of 310,000 active; in the data active = a potency from the dose series; inconclusive = inhibition mostly from about 25% at the one dose, without a potency; inactive = the rest, 99 in 100 with inhibition below about 19%;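 also: 0% = induced wells with vehicle and 100% = uninduced wells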
inhibitors of VEEV – inhibitors of VEEV TC-83 cytopathic effect, confirmation, Vero cells (AID 588727) | Vero cells, VEEV TC-83 cytopathic effect inhibition; higher % means a stronger effect | 0.13% of 350,000 active | one-dose inhibition, % at 20 µM; IC50 in µM for titrated hits; in the data active = a potency from the dose series; inconclusive = inhibition mostly from about 14% at the one dose, without a potency; inactive = the rest, 99 in 100 with inhibition below about 12%; also: strong numbers were not always called active
influenza NS1A – NS1A inhibition, H1N1 influenza, cell based functional assay (AID 504329); NS1A functional cell-based assay, percent inhibition; higher % means a stronger effect; inhibition, % at 12.5 µM, or IC50 in µM where a hit was titrated; 0.3% of 340,000 active; in the data active = a potency from the dose series; inconclusive = inhibition above about 27% without an active follow-up result; also: strong numbers were not always called active
inhibitors of VEEV 10K pilot screen – also measured in inhibitors of VEEV; calls as there; inhibition, %; measured here: 10K pilot screen inhibition
* = called active by the depositor; i = inactive; ? = inconclusive; / = no result given.

SMILES	tuberculosis growth	M. tuberculosis HTS	Salmonella PhoP GFP	inhibitors of VEEV	influenza NS1A	others
CN1CN(c2cccc([N+](=O)[O-])c2)CN=C1N[N+](=O)[O-]	-5%	0%	1%	1.9%	10%
CN1CCN(C(=O)COc2ccc(S(=O)(=O)NC3CCCCC3)cc2Cl)CC1	11%	-2%	-11%	1.7%	-13%
COC(=O)[C@@]12CCCN1[C@H](c1ccc(SC3CCCCC3)cc1)[C@H]1C(=O)N(C)C(=O)[C@H]12	-12%	5%	-10%	i	2%
COc1ccc(OCC(=O)Nc2c3c(nn2C(C)(C)C)CSC3)cc1	26%	-4%	-13%	2.8%	0%
O=c1c2ccccc2ncn1-c1ccc(Cl)cc1Cl	10%	5%	2%	9.9%	/
CCOC(=O)C(O)(c1ccc(NC(=S)NC(=O)c2ccc(Cl)cc2Cl)c(C)c1)C(F)(F)F (stereo not drawn)	27%	-4%	-1%	i	-6%
O=C(C[C@H]1C/C=C\C[C@@H](Cc2ccc(F)cc2)C(=O)OC[C@H]2CCCN2C1=O)N[C@H](CO)Cc1ccccc1	50%	-5%	/	0.5%	12%
C=CCN1CC[C@]23c4c5ccc(O)c4OC2[C@H](O)CC[C@@]3(O)[C@H]1C5 (stereo partly drawn)	0%	-4%	/	i	6%
CCN(CC(=O)Nc1ccc2c(c1)OCCO2)CC(=O)Nc1ccc2c(c1)OCO2	-4%	-2%	-1%	i	-6%
O=C(CSc1cccc[n+]1[O-])Nc1ccc2c(c1)OCCO2	-22%	-11%	-3%	1.5%	4%
CNC(=O)CSc1ncnc2c1cnn2-c1ccccc1	-3%	1%	10%	3.7%	7%
Cc1ccnc(N2CCCC(C(=O)Nc3ccc(C)c(C)c3)C2)n1 (stereo not drawn)	0%	12%	10%	2.0%	2%
CC1=CC(=C(C#N)C#N)c2ccccc2N1C	-3%	-6%	5%	5.7%	5%
CN(C(=O)c1cccc(NC(=O)Cc2ccc(NC(=O)C3CCCN(C(=O)CCc4ccccc4)C3)cc2)c1)C1CCC1 (stereo not drawn)	/	/	/	2.0%	-7%
CC(C)N1CCN(Cc2ccc(C#CC(C)(C)O)s2)CC1CCO (stereo not drawn)	4%	-8%	4%	i	-6%
Cc1ccccc1-c1nc(CS(=O)(=O)CC(=O)NCc2ccc(F)cc2)c(C)o1	1%	-8%	-8%	0.6%	-2%	inhibitors of VEEV 10K pilot screen=0.0
O=C(NCCN1CCOCC1)c1cn(CCc2ccccc2)nn1	-10%	-9%	10%	0.5%	0%
O=C(O)CN1C(=O)c2ccc(Oc3ccc4c(c3)C(=O)N(CC(=O)O)C4=O)cc2C1=O	-2%	11%	8%	0.1%	-2%
O=C(O)c1ccc2[nH]c3c(c2c1)CSCC3	-7%	-4%	4%	0.4%	4%
O=C(Cc1ccccc1)N1CCN(C(=O)c2ccc([N+](=O)[O-])cc2)CC1	1%	2%	0%	3.7%	-8%
COc1ccc([C@H]2CC(=O)C=C(c3cccc(C(C)C)c3)C2)cc1OC	3%	?	/	0.2%	14%
CC1=Nc2ccccc2N=C(NC(=O)/C=C/C(=O)O)C1c1ccccc1 (stereo not drawn)	-15%	-12%	7%	i	-29%
CCOC(=O)c1cccc(NC(=O)c2cnc3ccccc3n2)c1	44%	29%	8%	10%	-6%
CCOc1ccc(CCNC(=O)COC(=O)COc2cc(C)cc(C)c2)cc1OCC	10%	2%	1%	3.5%	-3%
COc1ccc(CN2CCN(Cc3ccccc3)C(CCO)C2)cc1OC (stereo not drawn)	-10%	11%	-5%	0.8%	2%
COC(=O)c1sccc1S(=O)(=O)Nc1ccc(S(N)(=O)=O)cc1	-2%	-1%	4%	1.1%	-28%
Cc1cccc(NC(=O)CCSc2nc(C)cc(C)n2)c1	3%	-3%	-5%	0.9%	8%
O=C1C2CCCCN2C(=O)N1CCCCN1CCN(c2ccc(F)cc2)CC1 (stereo not drawn)	0%	-5%	-4%	1.1%	20%
CC1(C)S[C@@H]2[C@H](NC(=O)COc3ccccc3)C(=O)N2C1C(=O)OCc1cc2ccccc2n1S(=O)(=O)c1ccccc1 (stereo partly drawn)	13%	16%	-24%	/	/
O=C(Oc1cccc(-n2cnnn2)c1)c1ccccc1	79%	?	-7%	i	-7%
COc1cccc(-c2nn(C)c3sc(C(=O)NCc4ccc(C)o4)cc23)c1	28%	16%	-11%	6.8%	0%
Cc1ccc(NC(=O)O/N=C2\CCCCC2c2ccc([N+](=O)[O-])cc2[N+](=O)[O-])cc1 (stereo not drawn)	-1%	0%	16%	5.3%	3%
O=C1CN=C(Nc2cccc(C(F)(F)F)c2)N1C1CCCC1	-2%	-2%	7%	0.1%	4%
CC(NC(=O)c1cc2c(cc1Cl)N1CCCCCC1=NS2(=O)=O)c1ccc(S(N)(=O)=O)cc1 (stereo not drawn)	-5%	-1%	13%	1.6%	-7%
Cc1ccc(CNC(=O)CN(C(=O)C2(C)CC(=O)N=C3C=CC=CN32)c2ccccc2F)cc1 (stereo not drawn)	-12%	-1%	9%	0.6%	-6%
COc1ccc(NC(=O)Nc2cccs2)cn1	19%	7%	29%	0.4%	-18%
COc1ccc(N2C(=O)CCC(C(=O)NCc3ccccn3)C2c2ccc(F)cc2)cc1 (stereo not drawn)	-5%	-8%	-10%	0.6%	6%
CCCCNS(=O)(=O)NC(=O)C1=C(N2CCCC2)COC1=O	-22%	-4%	/	1.1%	-3%	inhibitors of VEEV 10K pilot screen=1.3
COc1ccccc1Cn1c(=S)[nH]c2cc(C(=O)NCC3CCCO3)ccc2c1=O (stereo not drawn)	17%	2%	2%	9.0%	-8%
CCNC(=S)NNC(=O)CCn1c2ccccc2c2ccccc21	-7%	-7%	7%	i	6%

18 compounds already listed, ordered by length of the SMILES, low to high.
SMILES	tuberculosis growth	M. tuberculosis HTS	Salmonella PhoP GFP	inhibitors of VEEV	influenza NS1A	others
COc1ccc(NC(=O)Nc2cccs2)cn1	19%	7%	29%	0.4%	-18%
O=C(O)c1ccc2[nH]c3c(c2c1)CSCC3	-7%	-4%	4%	0.4%	4%
O=C(Oc1cccc(-n2cnnn2)c1)c1ccccc1	79%	?	-7%	i	-7%
Cc1cccc(NC(=O)CCSc2nc(C)cc(C)n2)c1	3%	-3%	-5%	0.9%	8%
CCNC(=S)NNC(=O)CCn1c2ccccc2c2ccccc21	-7%	-7%	7%	i	6%
CCOC(=O)c1cccc(NC(=O)c2cnc3ccccc3n2)c1	44%	29%	8%	10%	-6%
COc1ccc(CN2CCN(Cc3ccccc3)C(CCO)C2)cc1OC (stereo not drawn)	-10%	11%	-5%	0.8%	2%
COC(=O)c1sccc1S(=O)(=O)Nc1ccc(S(N)(=O)=O)cc1	-2%	-1%	4%	1.1%	-28%
CC1=Nc2ccccc2N=C(NC(=O)/C=C/C(=O)O)C1c1ccccc1 (stereo not drawn)	-15%	-12%	7%	i	-29%
CCOc1ccc(CCNC(=O)COC(=O)COc2cc(C)cc(C)c2)cc1OCC	10%	2%	1%	3.5%	-3%
COc1ccc([C@H]2CC(=O)C=C(c3cccc(C(C)C)c3)C2)cc1OC	3%	?	/	0.2%	14%
COc1ccccc1Cn1c(=S)[nH]c2cc(C(=O)NCC3CCCO3)ccc2c1=O (stereo not drawn)	17%	2%	2%	9.0%	-8%
O=C(Cc1ccccc1)N1CCN(C(=O)c2ccc([N+](=O)[O-])cc2)CC1	1%	2%	0%	3.7%	-8%
COc1ccc(N2C(=O)CCC(C(=O)NCc3ccccn3)C2c2ccc(F)cc2)cc1 (stereo not drawn)	-5%	-8%	-10%	0.6%	6%
Cc1ccc(CNC(=O)CN(C(=O)C2(C)CC(=O)N=C3C=CC=CN32)c2ccccc2F)cc1 (stereo not drawn)	-12%	-1%	9%	0.6%	-6%
CC(NC(=O)c1cc2c(cc1Cl)N1CCCCCC1=NS2(=O)=O)c1ccc(S(N)(=O)=O)cc1 (stereo not drawn)	-5%	-1%	13%	1.6%	-7%
Cc1ccc(NC(=O)O/N=C2\CCCCC2c2ccc([N+](=O)[O-])cc2[N+](=O)[O-])cc1 (stereo not drawn)	-1%	0%	16%	5.3%	3%
CC1(C)S[C@@H]2[C@H](NC(=O)COc3ccccc3)C(=O)N2C1C(=O)OCc1cc2ccccc2n1S(=O)(=O)c1ccccc1 (stereo partly drawn)	13%	16%	-24%	/	/

By substructure, the compounds so far containing a CF3 group (2)
SMILES	tuberculosis growth	M. tuberculosis HTS	Salmonella PhoP GFP	inhibitors of VEEV	influenza NS1A	others
CCOC(=O)C(O)(c1ccc(NC(=S)NC(=O)c2ccc(Cl)cc2Cl)c(C)c1)C(F)(F)F (stereo not drawn)	27%	-4%	-1%	i	-6%
O=C1CN=C(Nc2cccc(C(F)(F)F)c2)N1C1CCCC1	-2%	-2%	7%	0.1%	4%

The listing continues:
SMILES	tuberculosis growth	M. tuberculosis HTS	Salmonella PhoP GFP	inhibitors of VEEV	influenza NS1A	others
O=C(NC1CCCCC1)c1ccc(S(=O)(=O)NCc2ccco2)cc1	7%	-5%	2%	2.7%	2%
Cc1cc(Nc2ncc(Cl)cc2Cl)n(-c2ccccc2C)n1	67%	0%	-3%	i	5%
COC1=C/C(=C/c2c(N)n3nc(CC(=O)N4CCCC4)sc3nc2=O)C=CC1=O	-7%	2%	-22%	1.7%	-4%
CN(/N=C/c1cc(Cl)cc(Cl)c1O)C(=S)NC(C)(C)C	64%	7%	3%	12%	-1%
CN(CC(=O)Nc1ccc(F)cc1)C(=O)c1ccccc1Sc1ccccc1C#N	/	/	/	9.4%	-7%
O=[N+]([O-])c1ccc(N2CCCCCC2)c2nonc12	i	-2%	-158%	i	-1%
CCc1cc2cc3c(cc2nc1SCC(=O)Nc1c[nH]c(=O)[nH]c1=O)OCO3	21%	3%	3%	0.4%	5%
CN(Cc1ccc(F)cc1)Cc1nc(-c2ccccc2)no1	?	5%	0%	2.0%	-4%
CN(c1ccccc1C(=O)Nc1ccc(F)c(F)c1)S(C)(=O)=O	2%	-4%	-5%	0.4%	-4%
COc1ccc(C2Nc3cc(OC)ccc3-n3cccc32)cc1 (stereo not drawn)	43%	66%	2%	10%	-3%
C=CCOc1cccc(C2/C(=C(/O)c3ccc(Cl)cc3)C(=O)C(=O)N2CCN2CCOCC2)c1 (stereo not drawn)	20%	-6%	-3%	6.0%	0%
O=C(Oc1ccc(Nc2ncnc3ccccc23)cc1)c1cccnc1	/	/	/	1.4%	1%
O=C(Nc1ccc(F)cc1Cl)c1ccc2c(=O)n3c(nc2c1)CCCCC3	11%	-2%	-2%	7.9%	0%
Cn1c(=O)n(-c2cccc(Cl)c2)c(=O)n1C	-10%	-1%	-11%	3.1%	0%	inhibitors of VEEV 10K pilot screen=0.1
CN(Cc1ccccc1)C(=O)CCC1CCN(C(=O)c2ccccc2C(F)(F)F)CC1	-3%	-2%	-7%	1.2%	-10%
CC(C)(C)NCc1cc2ccccc2[nH]c1=O	0%	-3%	6%	1.6%	-20%
S=C(Nc1ccccc1Cl)NC1CCN(Cc2ccccc2)CC1	39%	5%	2%	0.2%	4%
CC(Cc1ccccn1)NC(=O)c1ccc(OC2CCN(Cc3ccccn3)CC2)cc1 (stereo not drawn)	11%	-1%	6%	2.8%	20%
COc1ccc(C(C)=O)cc1CSc1ccccn1	7%	7%	-3%	2.2%	-21%
O=C(Nc1nc2ccccc2c(=O)[nH]1)c1ccccc1SCc1ccccc1	-2%	2%	7%	0.4%	-3%
CN(C)c1ccc(/C=C2/C=C(c3ccc4c(c3)CCCC4)OC2=O)cc1	38%	1%	4%	1.5%	-26%
O=[N+]([O-])c1cccc(/C=N/Nc2nc(N3CCOCC3)nc(N3CCOCC3)n2)c1	-7%	2%	-7%	0.4%	-9%
COc1cc(NC(=O)CS(=O)(=O)c2ccc(C)cc2)cc(OC)c1OC	-3%	-2%	-5%	2.7%	1%
CCS(=O)(=O)c1ccc2oc(SCC(=O)NCCc3ccc(OC)cc3)nc2c1	49%	3%	-17%	1.9%	1%
CCCC(=O)NC(C)C(c1cccs1)N1CCN(C)CC1 (stereo not drawn)	12%	-4%	-7%	3.5%	11%
CCCC(C(=O)NCCC(C)C)N(Cc1ccccc1)C(=O)c1snc(C(N)=O)c1N (stereo not drawn)	26%	11%	-9%	5.7%	-15%
COc1ccc(NS(=O)(=O)c2ccc(-c3coc(C)n3)cc2)c(OC)c1	1%	-9%	0%	0.7%	6%
